Source: PubChem BioAssay (Emory University Molecular Libraries Screening Center)
14-3-3g Raf: 14-3-3 gamma protein interaction modulation. FP, 14-3-3gamma / TMR-pS259-Raf peptide binding. P61981. actives 0.19% (n = 160,000). inhibition, % at 40 µM; in the data active means inhibition above about 30%;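 further: 0% = protein plus tracer without compound and 100% = blank with tracer alone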
Target sequence (P61981 whole entry, looked up): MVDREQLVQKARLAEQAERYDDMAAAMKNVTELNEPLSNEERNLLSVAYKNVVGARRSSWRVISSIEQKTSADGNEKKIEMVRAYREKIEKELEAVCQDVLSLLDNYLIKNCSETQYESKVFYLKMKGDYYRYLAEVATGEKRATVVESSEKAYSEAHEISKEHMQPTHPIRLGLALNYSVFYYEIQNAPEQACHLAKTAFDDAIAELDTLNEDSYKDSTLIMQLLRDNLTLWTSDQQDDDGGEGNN
* = called active by the depositor; & = joins results of further samples.

SMILES | 14-3-3g Raf
O=C(C1CCCN(S(=O)(=O)c2ccc(Br)s2)C1)N1CCN(c2ccc(F)cc2)CC1 (stereo not given) | 4.0
Cc1ccc2cc3cc(C(=O)NC4CCCCCC4)oc3nc2c1 | -0.8
COc1ccc(C2CC(=O)C3=C(C2)NC(C)=C(C(=O)OCC(C)C)C3c2cccc([N+](=O)[O-])c2)cc1 (stereo not given) | 6.8
Cc1cc(=O)oc2cc(NC(=O)CCCC(=O)O)ccc12 | -5.4
Cc1cc2oc(=O)cc(CN3CCN(S(=O)(=O)c4ccc5c(c4)OCCO5)CC3)c2cc1C | -3.0
Cc1ccc(Cn2c(=O)n(C3CCCC3)c(=O)c3ccccc32)c(C)c1 | -6.3
C/C(Cl)=C/Cn1c(SCc2ccc(Cl)cc2)nc2c1c(=O)[nH]c(=O)n2C | 4.2
CCOC(=O)N1CCN(CC(=O)Nc2cc(C)nn2-c2nc3ccccc3s2)CC1 | 3.0
CC(C)(CSc1nncn1/N=C/c1ccco1)NS(=O)(=O)c1ccc(Cl)cc1 | -0.3
CCOC(=O)c1c(NC(=O)CSc2nnc(CN3CCOCC3)n2C)sc2c1CCCC2 | -5.7
Cc1ccc(CS(=O)(=O)Cc2ccc(C(=O)NC3CCCC(C)C3C)o2)cc1 (stereo not given) | -1.5
Cc1cccc(-c2noc(Cc3ccc(Cl)cc3)n2)c1 | 2.4
CCN(CC)c1ccc(NC(=O)CSc2nc(C)cc(=O)[nH]2)cc1 | -3.6
CCN(CC)c1ccc(C=Nc2c(C)n(C)n(-c3ccccc3)c2=O)cc1 | 1.1
CC(=O)Nc1ccc(S(=O)(=O)Nc2ccccc2C#N)cc1 | 1.4
Cc1cc(NS(=O)(=O)c2ccc3[nH]c(=O)c(=O)[nH]c3c2)ccc1Br | -11.1
CCOC(=O)C1CCCN(c2c(NCCc3ccc(S(N)(=O)=O)cc3)c(=O)c2=O)C1 (stereo not given) | -0.6
Cc1ccc(-n2cc(C(=O)NCc3cccnc3)c3ccccc3c2=O)cc1C | 3.8
Cc1ccc2oc(-c3ccc(NC(=O)c4ccc(C)c(C)c4)cc3)nc2c1 | -40.1
CCOC(=O)CSc1nc2ccccc2c(=O)n1CCN1CCOCC1 | -8.7
COc1cc2ccccc2cc1C(=O)Nc1ccccc1Oc1ccccc1 | -4.6
O=C(CSc1nc2c(cnn2-c2ccc(F)cc2)c(=O)[nH]1)N1CCCc2ccccc21 | -1.3
COC(=O)C1=C(C)N(c2ccc(OC)c(OC)c2)C(=O)C1 | -3.9&1.4
O=C(CSCc1ccccc1F)NC1CCCCC1 | -4.8
Cc1cccc(NC(=O)C2CC3CCCC(C2)C3=O)c1 (stereo not given) | 3.2
CCOc1ccc(-c2csc(NC(=O)COc3ccc(C)cc3C)n2)cc1 | -12.2
COc1ccc(-c2csc(-c3c[nH]c4ccccc34)n2)cc1 | -24.0
C=CCN1C(=C)C2(CCCCC2)OC1=O | -6.7
C=CCN1C(C(=O)c2ccccc2)=C(OC(=O)c2ccc(F)cc2)c2ccccc2S1(=O)=O | 0.1
Cc1ccc(-n2c(SCC(=O)N3CCCC3)nc3c(sc4cccc(F)c43)c2=O)cc1 | -1.2
COc1cc(CO)cc(Br)c1OCC(=O)O | 8.2
CCCc1nc2oc3c(NCc4ccccn4)ncnc3c2c2c1COC(C)(C)C2 | -0.6
CCc1ccc(NC(=O)NCC2CCN(c3ccc(OC)cc3)C2)cc1 (stereo not given) | -47.9
CC1CCCCN1S(=O)(=O)c1ccc(C(=O)Nc2cccc(-c3nc4ccccc4[nH]3)c2)cc1 (stereo not given) | -11.1
COc1ccc(-c2noc(-c3cc([N+](=O)[O-])ccc3Cl)n2)cc1 | -2.6
CC(=O)Nc1ccccc1-c1ccc(C)o1 | -8.3
CCCCC(=O)N1c2ccccc2NC2=C(C(=O)CCC2)C1c1cccc(Br)c1 (stereo not given) | 3.3
Cc1ccccc1-n1c(SCC(=O)NCc2cccs2)nnc1-c1ccncc1 | -6.2
O=C(CCCCCn1c(=S)[nH]c2ccccc2c1=O)Nc1cccc(C(F)(F)F)c1 | -12.6
COc1ccc(N2CCN(C(=O)c3ccc(SCc4cccc(F)c4)c(N)c3)CC2)cc1 | -34.9

Two neighbouring entries out of the list so far:
SMILES | 14-3-3g Raf
O=C(CCCCCn1c(=S)[nH]c2ccccc2c1=O)Nc1cccc(C(F)(F)F)c1 | -12.6
COc1ccc(N2CCN(C(=O)c3ccc(SCc4cccc(F)c4)c(N)c3)CC2)cc1 | -34.9

(next part)
SMILES | 14-3-3g Raf
O=C(NCCSCc1ccccc1Cl)C(c1ccccc1)c1ccccc1 | -8.2
O=C1C2C3C=CC(C3)C2C(=O)N1c1ccc(N2CCN(c3ccc([N+](=O)[O-])cc3)CC2)c([N+](=O)[O-])c1 (stereo not given) | 5.6
NC(=O)c1c(NC(=O)C2CCCC2)sc2c1CCCC2 | -1.3
COc1ccccc1NC(=O)c1ccc(CSc2ccc(Cl)cc2)cc1 | 7.0
Cc1ccccc1C(=O)Oc1ccc2ccccc2c1C=Nc1cccc(C(=O)O)c1 | -16.4
C=CCNC(=O)Nc1ccc(OCC)cc1 | -3.5
CC(C(=O)N1CCN(C=O)CC1)N1C(=O)c2ccccc2C1=O (stereo not given) | 2.5
O=c1c2ccc(Cl)cc2[nH]c(=S)n1Cc1cccnc1 | 0.8
Cc1cc(NC(=O)c2cc(-c3ccc(OC(C)C)cc3)nc3ccccc23)no1 | -10.1
O=C(NC1CCN(Cc2ccccc2)CC1)C1CCCN(c2nnc(-n3cccc3)s2)C1 (stereo not given) | 2.3
Cc1cc2ccccc2n1CCNC(=O)C1(c2ccc(Cl)cc2)CCCC1 | 5.5
CCSc1cc(C2C(C#N)=C(N)OC(C)=C2C(=O)OC)c(C)o1 (stereo not given) | -10.1
CCC(C)NC(=O)CN(c1ccc2c(c1)OCO2)S(=O)(=O)c1c(C)n[nH]c1C (stereo not given) | -6.8
O=C(Nc1cccnc1Cl)c1c(O)c2ccccc2[nH]c1=O | -3.9
c1cnc2c(c1)ccc1cccnc12 | 5.9
O=C(c1ccc([N+](=O)[O-])cc1)c1nn2c(nc(=O)c3ccc(Cl)cc32)s1 | -8.2
O=[N+]([O-])c1ccccc1-c1n[nH]nc1[N+](=O)[O-] | -0.4
COc1ccc(OC)c2sc(NC(=O)c3ccc(S(=O)(=O)N(C)C)cc3)nc12 | 5.2
CC(=O)c1ccc(N=c2oc3ccccc3cc2-c2nc3ccccc3[nH]2)cc1 | -11.6
CCn1c(NCc2cc(OC)ccc2OC)nc2ccccc21 | 5.2
COc1ccc(NS(=O)(=O)c2ccc(CC(C)C)cc2)cc1OC | -1.3
c1ccc(CN2CCC3(CCCc4ccccc43)CC2)cc1 | -3.4
COc1ccc(Br)cc1CNC(=O)CN1C(=O)CSc2ccc(S(=O)(=O)N3CCOCC3)cc21 | -1.2
Cn1c(=O)cc(OCC(=O)Nc2ccccn2)c2ccccc21 | 1.0
C=CCn1c(SCCc2ccccc2)nc2c1c(=O)[nH]c(=O)n2C | 8.3
CCOC(=O)c1cnc2cc(Cl)c(OC)cc2c1Nc1ccc(C)c(F)c1 | -6.4
CCC(=O)N1c2ccccc2-c2nnc(SC)nc2OC1c1cc(OC)ccc1OC (stereo not given) | -1.5
CCOC(=O)c1ccc2c(c1)nc(SCC(=O)N1CCCCC1)n2CC | -10.1
Cc1cccc(OCC(O)CN2C(C)(C)CC(O)CC2(C)C)c1 (stereo not given) | 0.4
Cc1[nH]c2ccccc2c1SCCNC(=O)C12CC3CC(CC(C3)C1)C2 | -6.2

16 consecutive compounds from above, for reference:
SMILES | 14-3-3g Raf
O=C(C1CCCN(S(=O)(=O)c2ccc(Br)s2)C1)N1CCN(c2ccc(F)cc2)CC1 (stereo not given) | 4.0
Cc1ccc2cc3cc(C(=O)NC4CCCCCC4)oc3nc2c1 | -0.8
COc1ccc(C2CC(=O)C3=C(C2)NC(C)=C(C(=O)OCC(C)C)C3c2cccc([N+](=O)[O-])c2)cc1 (stereo not given) | 6.8
Cc1cc(=O)oc2cc(NC(=O)CCCC(=O)O)ccc12 | -5.4
Cc1cc2oc(=O)cc(CN3CCN(S(=O)(=O)c4ccc5c(c4)OCCO5)CC3)c2cc1C | -3.0
Cc1ccc(Cn2c(=O)n(C3CCCC3)c(=O)c3ccccc32)c(C)c1 | -6.3
C/C(Cl)=C/Cn1c(SCc2ccc(Cl)cc2)nc2c1c(=O)[nH]c(=O)n2C | 4.2
CCOC(=O)N1CCN(CC(=O)Nc2cc(C)nn2-c2nc3ccccc3s2)CC1 | 3.0
CC(C)(CSc1nncn1/N=C/c1ccco1)NS(=O)(=O)c1ccc(Cl)cc1 | -0.3
CCOC(=O)c1c(NC(=O)CSc2nnc(CN3CCOCC3)n2C)sc2c1CCCC2 | -5.7
Cc1ccc(CS(=O)(=O)Cc2ccc(C(=O)NC3CCCC(C)C3C)o2)cc1 (stereo not given) | -1.5
Cc1cccc(-c2noc(Cc3ccc(Cl)cc3)n2)c1 | 2.4
CCN(CC)c1ccc(NC(=O)CSc2nc(C)cc(=O)[nH]2)cc1 | -3.6
CCN(CC)c1ccc(C=Nc2c(C)n(C)n(-c3ccccc3)c2=O)cc1 | 1.1
CC(=O)Nc1ccc(S(=O)(=O)Nc2ccccc2C#N)cc1 | 1.4
Cc1cc(NS(=O)(=O)c2ccc3[nH]c(=O)c(=O)[nH]c3c2)ccc1Br | -11.1

The listing continues.
SMILES | 14-3-3g Raf
Clc1cccc(Nc2c3c(nc4ncnn24)CCC3)c1 | -6.4
Cc1cc(C)c(Cc2c(C)nc3c(C(=O)NC4CCC(C)CC4)cnn3c2C)c(C)c1 (stereo not given) | -3.8
CCc1cc2c(=O)c(-c3ccc4c(c3)OCCO4)c(CC)oc2cc1O | 0.9
O=C(c1csc2c1CCCC2)N1CCN(c2ccccc2)CC1 | 12.2
CC(NC(=O)C1CCCN(S(=O)(=O)c2cnc[nH]2)C1)c1ccccc1 (stereo not given) | -4.1
O=C(CN1C(=O)COc2ccccc21)NC1CCCCCC1 | -1.4
COc1ccc(C2C=C(c3ccc(Cl)cc3)Nc3nnnn32)c(OC)c1OC (stereo not given) | 2.6
COC(=O)c1ccccc1NC(=O)Nc1cc(C)cc(C)n1 | 12.2
O=C(c1ccccc1)N(c1ccccc1)C1C=CS(=O)(=O)C1 (stereo not given) | -0.6
COc1cc(OC)c(C(=O)Nc2ccc(S(=O)(=O)Nc3ncccn3)cc2)cc1OC | -3.5
COCCn1nnnc1C(c1cccs1)N1CCN(c2nc3ccccc3s2)CC1 (stereo not given) | -2.1
CCN(CCCNC(=O)CCn1c(=O)[nH]c2ccccc2c1=O)c1ccccc1 | 1.4
CCCNC(=O)c1cc(-c2ccccc2)nc2ccccc12 | -2.6
CCCN(C(=O)c1cc2cc3cc(OC)ccc3nc2s1)c1ccccc1F | -13.0
COc1ccc(Br)cc1C1SCCN1S(=O)(=O)c1cccc(C)c1 (stereo not given) | -2.9
COc1ccc(N2CCN(Cc3nc(-c4ccc(Cl)cc4Cl)no3)CC2)cc1 | 0.3
O=C(NC1CCCCC1)C1CCN(c2nnnn2-c2ccccc2)CC1 | -7.8
O=c1c2ccccc2nc2n1CCC2(Br)Br | -92.7
C=CCn1c(=O)/c(=C/c2ccc(F)cc2)s/c1=C(\C#N)c1nnc2n1CCCCC2 | 4.8
O=C(Nc1ccc(Cl)cc1)N1CCC(c2nc(-c3cccs3)no2)CC1 | -0.3
Clc1ccccc1-c1nn2c(Cn3cnc4ccccc43)nnc2s1 | -3.9
COc1ccc(C2C(C(=O)Nc3ccc(C)cc3C)=C(C)Nc3ncnn32)cc1Br (stereo not given) | 4.9
CN1CCN(CCCNC(=O)c2ccc3c(c2)NC(=O)C(N2CCCC2)S3)CC1 (stereo not given) | -1.1
Cc1cc(C(=O)CC#N)c(C)n1CC(F)(F)F | 0.5
CCOC(=O)C1CCCN(C2CC(=O)N(c3cccc(C(F)(F)F)c3)C2=O)C1 (stereo not given) | -3.6
CCn1cc(C2=NOC(C(=O)Nc3c(C)nn(Cc4ccc(F)cc4)c3C)C2)c(C)n1 (stereo not given) | 1.5
Cc1ccc(C2=NN(C(=O)CCC(=O)O)C(c3cc4ccccc4nc3Cl)C2)cc1 (stereo not given) | -6.4
CCCNc1nc2c(c(=O)[nH]c(=O)n2C)n1Cc1ccc(F)cc1 | 0.7&-6.7
CC1=C(C(N)=O)C(c2ccc(C(C)C)cc2)n2nc(SCc3ccccc3)nc2N1 (stereo not given) | 1.2
COC(=O)c1ccccc1S(=O)(=O)N(CCCO)Cc1cc2c(C)ccc(C)c2[nH]c1=O | -1.7
CCc1cccc(NC2c3ccccc3C(=O)N2c2ccc(C)cn2)c1 (stereo not given) | -1.3
CCCCn1c(C(C)NC(=O)c2ccc(Cl)cc2)nc2ccccc21 (stereo not given) | -0.2
O=C(CC12CC3CC(CC(C3)C1)C2)NCO | -17.2
COc1ccc(-c2ccc(SCC(=O)NCc3ccco3)nn2)cc1 | -8.8
Cc1nnc(NC(=O)c2ccc3c(c2)C(=O)N(CC2CCCO2)C3=O)s1 (stereo not given) | -4.0
CCN(CC)CCNC(=O)C1CCN(S(=O)(=O)N2CCC(C)CC2)CC1 | -0.9
CC(C)(C)C1CCC(OCC(O)CN2CCC(CN3C(=O)c4cccc5cccc(c45)C3=O)CC2)CC1 (stereo not given) | -3.2
O=C(c1ccc(F)cc1)C1CCN(C(=O)N2CCOCC2)CC1 | -0.8
O=[N+]([O-])c1ccc(C=Cc2nc3ccc([N+](=O)[O-])cc3[nH]2)cc1 | -16.6
CCCCc1nc2sc3c(N4CCC(C)CC4)ncnc3c2c2c1COC(C)(C)C2 | 12.9
CC(=O)N1CCc2cc(Br)cc(S(=O)(=O)Nc3cc(C)cc(C)c3)c21 | -12.8
COc1ccc(-c2noc(COc3ccc(C)cc3C)n2)cc1OC | 3.6
CCSc1ccccc1C(=O)Nc1cc(C)on1 | 4.3
CCOC(=O)c1cccc(NC(=O)c2cc3cc4cc(OC)ccc4nc3o2)c1 | 7.5
Cc1cc(Nc2cccc(Cl)c2C)n2ncnc2n1 | 1.2
Cc1cccc(C)c1NC(=O)CS(=O)CC(=O)NC1CCN(Cc2ccccc2)CC1 (stereo not given) | -5.5
Cc1ccc(-c2nc(NC(=O)CSc3nnc(C)s3)ns2)cc1 | -2.9
COc1ccc(-n2cc(-c3ccc(C)cc3)nc2SCC(=O)Nc2ccc(F)cc2)cc1 | -1.1
CCOC(=O)C1=C(C)NC2=C(C(=O)CC(C)(C)C2)C1c1ccccc1OC(C)C (stereo not given) | -7.1

The list is partial; the hit share may differ from the screen's.
